Assay outcomes from PubChem BioAssay.
PAD4 inh = PAD4 (human) enzyme inhibition; recombinant PAD4, RCA probe fluorescence polarization; inhibition, % at 6.36 µM; 330,000 compounds, 0.41% hits; AID 485272;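 active = percent inhibition above a cutoff equal to the mean of all tested compounds plus 3 SD, cut at about 15% in these data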;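 note: 0% = PAD4 with RCA probe and DMSO and 100% = probe without PAD4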
GLD-1 TGE inh = GLD-1-TGE RNA interaction inhibition (C. elegans); purified GLD-1 + fluorescein TGE RNA, fluorescence polarization; Q17339; inhibition, % at 5.96 µM; AID 2280; 320,000 compounds, 0.44% hits;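 active = percent inhibition above a per-plate cutoff, the plate mean of test compounds plus 3 SD, cut at about 30% in these data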;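 note: 0% = DMSO wells with GLD-1 and probe and 100% = wells lacking GLD-1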
GSTO1 counter = GSTO1 inhibition, counter-screen for RBBP9 inhibitors | recombinant GSTO1, activity-based probe fluorescence polarization | inhibition, % at 5.96 µM | 300,000 compounds, 1.1% hits | AID 1974;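 active = inhibition above the campaign mean inhibition plus 3 SD, cut at about 35% in these data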;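 note: 0% = GSTO1-1 with DMSO and 100% = wells lacking GSTO1-1 enzyme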
Fam108B counter = counter-screen for RBBP9 inhibitors: inhibitors of mouse Fam108B. recombinant Fam108B, FP-Rh probe fluorescence polarization. inhibition, % at 9.51 µM. 300,000 compounds, 0.33% hits. AID 1947;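 active = inhibition above the screen mean inhibition plus 3 SD, computed separately per campaign, cut at about 18% in these data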;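 note: inhibitors lower polarization as less probe binds the enzyme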
PME-1 inh = PME-1 (human) inhibition. AID 2130. recombinant PME-1, FP-Rh probe fluorescence polarization. Q9Y570. inhibition, % at 5.9 µM. 320,000 compounds, 0.53% hits;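 active = inhibition above the campaign mean of all compounds plus 3 SD, cut at about 26% in these data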;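 note: competitive labeling of PME-1 active site by serine hydrolase directed probe; 0% = PME-1 with DMSO and 100% = wells lacking PME-1 enzyme; inhibitors block probe labeling so polarization falls and inhibition rises; many of its hits are not listed in these tables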
MCL1 BIM primary = disrupts human MCL1 binding to BIM-BH3 peptide; inhibition, % at 10.9 µM; Q07820; AID 2057; GST-MCL1 / FITC-Bim-BH3 fluorescence polarization; 320,000 compounds, 0.68% hits;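 active = inhibition above the mean inhibition of all tested compounds plus 3 SD, set per campaign, cut at about 40% in these data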;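 note: 0% = DMSO wells and 100% = unlabeled Bim-BH3 peptide control; higher means more loss of mP so more displacement of Bim peptide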
Target sequence (Q07820 whole entry, looked up): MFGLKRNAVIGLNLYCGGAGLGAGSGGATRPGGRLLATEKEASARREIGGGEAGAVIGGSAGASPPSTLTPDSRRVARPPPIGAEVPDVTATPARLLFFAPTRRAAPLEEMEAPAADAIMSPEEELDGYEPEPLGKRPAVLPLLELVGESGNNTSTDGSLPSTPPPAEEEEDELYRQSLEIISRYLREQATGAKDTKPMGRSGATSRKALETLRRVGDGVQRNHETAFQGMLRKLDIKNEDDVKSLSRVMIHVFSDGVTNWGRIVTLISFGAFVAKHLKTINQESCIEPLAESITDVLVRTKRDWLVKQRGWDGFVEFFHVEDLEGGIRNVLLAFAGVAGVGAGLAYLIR
Bcl-xL primary = inhibitors of human Bcl-xL | AID 2129 | GST-Bcl-xL / FITC-Bim BH3 peptide fluorescence polarization | inhibition, % at 10.9 µM | Q07817 | 320,000 compounds, 0.7% hits;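 active = inhibition above the mean of all tested compounds plus 3 SD, cutoff set per campaign, cut at about 30% in these data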;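 note: 0% = DMSO wells and 100% = unlabeled Bim-BH3 peptide competitor; inhibitors lower millipolarization by displacing the labeled peptide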
Target sequence (Q07817 whole entry, looked up): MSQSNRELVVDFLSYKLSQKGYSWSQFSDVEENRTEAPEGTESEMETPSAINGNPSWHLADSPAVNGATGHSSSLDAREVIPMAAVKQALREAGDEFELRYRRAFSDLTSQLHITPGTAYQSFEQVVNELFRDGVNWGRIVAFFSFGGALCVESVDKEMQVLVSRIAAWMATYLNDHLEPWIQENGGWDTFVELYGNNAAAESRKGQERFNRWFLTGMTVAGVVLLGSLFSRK
MEX-5 binding = C. elegans MEX-5 TCR-2 RNA binding activity; MEX-5/FITC-TCR2 RNA binding, fluorescence polarization; stronger effect = lower value; activity score (negative = inhibition of binding), % at 10 µM; 300,000 compounds, 0.38% hits; AID 1832;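 active = inhibition past about -25% in most replicates, and total fluorescence under double the plate's negative control median, limit read from the data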;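 note: 0% = DMSO and -100% = 5 µM competing unlabeled TCR2 RNA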
Target sequence (Q9XUB2 whole entry, looked up): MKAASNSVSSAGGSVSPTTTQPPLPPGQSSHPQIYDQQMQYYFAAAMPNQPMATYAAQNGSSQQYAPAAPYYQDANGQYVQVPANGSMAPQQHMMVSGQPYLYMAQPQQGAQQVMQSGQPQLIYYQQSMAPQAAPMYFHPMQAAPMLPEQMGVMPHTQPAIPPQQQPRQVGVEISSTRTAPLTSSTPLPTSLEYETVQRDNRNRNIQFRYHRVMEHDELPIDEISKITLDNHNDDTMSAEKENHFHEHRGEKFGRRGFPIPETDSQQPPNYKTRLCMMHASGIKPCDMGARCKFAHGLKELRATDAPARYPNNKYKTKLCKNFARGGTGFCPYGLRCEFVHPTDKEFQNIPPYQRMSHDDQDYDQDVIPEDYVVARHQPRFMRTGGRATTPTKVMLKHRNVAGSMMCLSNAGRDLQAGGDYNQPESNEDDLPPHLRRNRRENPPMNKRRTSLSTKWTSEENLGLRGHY
TPT1 inhibitor = inhibitors of Candida albicans tRNA 2'-phosphotransferase TPT1. recombinant caTPT1, FP RNA substrate dephosphorylation. inhibition, % at 5 µM. 300,000 compounds, 0.81% hits. AID 1962;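 active = inhibition above the mean of all tested compounds plus 3 SD, set per screening campaign, cut at about 24% in these data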;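 note: plate controls were DMSO alone for no effect and ferristatin control at 100 nM for full effect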
An asterisk follows results filed as active; x = no result given.

compound,PAD4 inh,GLD-1 TGE inh,GSTO1 counter,Fam108B counter,PME-1 inh,MCL1 BIM primary,Bcl-xL primary,MEX-5 binding,TPT1 inhibitor
O=C1CC(C(=O)Nc2ccc(C(=O)N3CCOCC3)cc2)C2(CCCCC2)O1 (configuration not stated),-0.6,1.4,-8.5,-5.0,-1.1,4.1,2.6,x,-8.3
C=CCc1cccc(C=Nc2c[nH]c(=O)[nH]c2=O)c1O,-3.3,6.8,3.7,-1.6,1.2,3.4,3.0,0.2,-1.8
O=S(=O)(c1ccccc1C(F)(F)F)N1CCN(S(=O)(=O)c2ccccc2C(F)(F)F)CC1,0.2,0.9,2.4,5.4,5.7,3.3,-4.3,0.2,0.5
Cc1cccc(NC(=O)N2CCCC2C(=O)Nc2ccccc2)c1 (configuration not stated),-7.1,-8.3,5.9,-3.3,-5.1,3.7,4.5,-0.1,-1.5
Cc1noc(C)c1COc1ccc2ccc(=O)oc2c1,2.1,1.0,26.2,0.7,3.5,4.7,-0.8,0.1,-2.0
O=c1c2cnn(-c3ccccc3)c2nc(-c2cccs2)n1-c1cccc(Cl)c1,-3.7,1.8,-4.2,-8.1,-3.0,-11.4,-6.6,0.6,4.7
N#Cc1nc(-c2ccccc2Cl)oc1NCC1CCCO1 (configuration not stated),2.7,3.9,7.5,4.4,-1.5,4.9,3.3,0.1,-2.3
CC(=NCCN1CCN(C(=S)Nc2ccccc2)CC1)C1=C(O)CC(C)(C)CC1=O,-4.4,-4.0,1.8,-2.8,1.2,11.4,1.8,-1.4,0.5
NS(=O)(=O)c1ccc(CCNC(=O)c2cncc(Br)c2)cc1,1.9,0.5,1.0,3.0,0.7,-12.6,-6.2,2.1,-0.9
C#CC1(NC(=O)NS(=O)(=O)c2ccc(C)cc2)CCCCC1,-4.2,0.6,3.2,2.9,5.2,0.1,0.9,0.8,0.2
COc1cccc(-c2nc(CS(=O)(=O)CC(=O)Nc3c(C)cccc3C)c(C)o2)c1,0.5,1.7,-0.7,-5.0,-0.3,5.1,-1.4,-1.5,2.6
CSc1ccc(/C=C(/NC(=O)c2ccccc2)C(=O)NCCN2CCOCC2)cc1,6.5,1.8,-1.8,5.5,3.6,3.3,2.8,-1.3,-4.2
Cc1csc(NC(=O)CSCC(=O)O)c1-c1nc2ccccc2s1,3.7,8.2,-10.5,-7.8,-6.3,5.1,13.9,-1.3,-5.1
O=S(=O)(/N=C(\c1ccccc1)N1CCOCC1)c1cccs1,2.0,3.8,1.9,-5.0,-2.7,2.7,3.0,0.0,3.3
CC(C)N1CCc2[nH]c(=S)[nH]c(=O)c2C1,-0.3,2.4,7.2,0.6,5.4,10.6,9.2,-2.6,-1.7
Clc1ccc2nc(-c3ccc(Cl)nc3)[nH]c2c1,-4.3,6.0,-13.6,-0.4,-30.6,12.8,6.7,0.3,-0.1
Fc1ccc(NC(=S)NC2CC3CCC(C2)N3Cc2ccco2)cc1 (configuration not stated),2.9,6.9,0.6,-2.7,1.3,9.2,2.2,0.6,0.8
O=C(CN(Cc1ccco1)C(=O)c1cccc(F)c1)Nc1ccccc1C(F)(F)F,-1.6,-3.7,x,x,6.0,5.5,-1.7,x,x
CCCNC(=O)C1(CC2CC(c3ccccc3)=NO2)CCN(C(=O)CCCCCBr)CC1 (configuration not stated),0.5,2.6,3.4,2.2,-1.8,6.6,6.9,3.3,-5.0
COc1cc(C)c2c(c1C=O)Oc1c(c(C)c(O)c3c1C(O)OC3=O)OC2=O (configuration not stated),-23.2,3.4,10.9,0.2,-5.4,11.0,6.3,-2.0,4.1
O=C(N/N=C/c1ccc(O)c([N+](=O)[O-])c1)C1CC1(c1ccccc1)c1ccccc1 (configuration not stated),-5.5,5.8,13.2,6.6,7.9,16.5,11.2,-0.4,-4.9
O=C(Nc1ccccc1N1CCCC1)c1ccc(Br)o1,0.9,5.1,0.4,-4.5,4.8,7.6,5.5,-1.6,2.9
O=C(Nc1ccc2oc(-c3ccncc3)nc2c1)c1ccc(Br)o1,4.9,1.1,-0.6,-3.5,-15.9,2.5,1.6,-2.7,-3.0
C=CCC(CC=C)(NC(=O)c1cccc(C)c1)c1ccccc1,8.0,-1.0,5.4,-3.6,1.9,7.0,2.5,6.4,-2.3
Cc1ccc(/C=C2\SC(N3CCCCC3)=NC2=O)cc1,-1.5,7.6,-1.0,-0.6,4.9,5.3,5.3,0.3,-2.1
O=C(Nc1ccc(F)cc1F)c1cc2ccccc2oc1=O,-2.7,0.2,6.1,-0.1,0.7,3.1,2.4,0.6,-1.1
COc1ccc(C(O)(C(C)C)C(CN2CCOCC2)c2ccc(Cl)cc2)cc1 (configuration not stated),0.5,2.6,5.4,2.3,-0.9,-8.8,4.5,-2.0,0.7
C#CC[N+](C)(C)C(C#Cc1ccccc1)CC=C (configuration not stated),0.3,-2.6,11.2,1.4,1.2,3.3,13.5,0.5,-0.4
COc1ccccc1NC(=O)CN1C(=O)CC(C)S(=O)(=O)c2ccccc21 (configuration not stated),3.1,10.6,-1.2,1.1,2.6,3.2,5.3,0.5,-1.0
Cc1ccccc1OCC(O)CN1CCN(c2ccccn2)CC1 (configuration not stated),-3.6,4.0,-0.9,-8.3,6.1,2.3,-3.5,1.9,3.1
Clc1cccc(CSc2nc3ccncc3[nH]2)c1,-2.6,7.3,2.5,-4.9,-7.1,0.9,4.4,-52.0*,-1.3
O=C(CSc1nc(Nc2ccccc2)nc(N2CCOCC2)n1)N1CCCC1,-0.2,7.4,-3.2,-1.1,-2.8,3.7,2.3,-1.5,0.8
CCN1C(=O)Cc2cc(S(=O)(=O)NCCc3ccccc3)ccc21,2.1,-4.5,16.0,-2.8,-4.7,5.7,3.1,0.7,0.0
CC(=O)c1cn(CC(=O)Nc2ccc(C)cc2)c2ccccc12,0.8,3.8,9.6,-1.4,-6.2,-0.4,1.0,2.8,-2.4
Cc1ccc(CNC(=O)CCS(=O)(=O)c2ccc3c(c2)NC(=O)C(C)S3)cc1 (configuration not stated),4.9,6.6,6.3,3.2,-0.3,2.0,4.8,1.7,1.4
O=C(NCc1nc2ccccc2[nH]1)c1cccc(S(=O)(=O)N2CCCCC2)c1,0.3,-2.0,2.2,-2.1,-1.5,-1.5,1.2,2.2,-1.2
CN(c1ccccc1)c1nc(N)c([N+](=O)[O-])c(N2CCCCCC2)n1,-1.4,6.9,1.2,2.1,8.3,5.9,3.3,-0.5,-1.7
Cc1ccc(C23CC4CC(CC(C(=O)N5CCOCC5)(C4)C2)C3)cc1,-0.2,-4.5,6.6,-1.2,-2.8,4.6,4.2,0.0,-1.3
CCc1nc2oc3cc(OC)ccc3c(=O)c2c(=O)n1Cc1ccccc1,1.2,-1.0,6.4,2.8,3.3,-1.7,3.1,-2.2,2.0
CCCCN(C(=O)Cc1ccc2c(c1)OCCO2)c1c(N)n(CCC)c(=O)[nH]c1=O,-4.7,1.8,x,x,-1.1,-16.1,-7.0,x,x
CCN(C(=O)COC(=O)c1ccc2c(=O)n3c(nc2c1)CCC3)C1CCS(=O)(=O)C1 (configuration not stated),-2.2,0.3,7.0,-1.2,-2.8,7.3,0.6,0.7,0.2
C/C(CC(=O)Nc1ccc2c(c1)OCCO2)=N\NC(=O)c1cccc(O)c1,-4.4,-4.7,-6.6,-2.2,-13.6,-3.0,1.2,2.2,5.5
Cc1ccc(/C=N/NC(=O)C(O)c2ccccc2)o1 (configuration not stated),8.0,2.3,9.1,1.6,3.4,4.3,0.6,-0.3,0.1
CC(C)(C)CC(=O)N[C@@H](Cc1ccccc1)c1nc2ccccc2[nH]1,-5.0,0.2,16.5,1.2,-5.9,-2.6,7.2,1.1,0.2
C/C(=N\Nc1cc(N2CCOCC2)ncn1)c1ccccc1,-3.5,-5.8,3.1,1.6,-0.3,0.3,-1.8,-4.2,1.4
O=S(=O)(c1ccc2nnn(O)c2c1)N1CCCCC1,-0.9,-0.2,12.5,2.0,-2.1,-3.6,1.8,2.9,3.6
O=C(NC1CCCCC1)C(c1ccc(F)cc1)N(C(=O)Cc1ccsc1)c1ccc(F)cc1 (configuration not stated),-4.5,-3.0,0.5,-1.7,-0.2,0.7,-1.6,1.0,-1.9
Cc1c(C(=O)N/N=C/c2cccnc2)nnn1-c1nonc1N,-6.4,-2.9,-5.5,-2.0,0.4,-3.4,-2.0,0.4,-2.8
CC(C)C(=O)c1cn(CC(=O)NCC2CCCO2)c2ccccc12 (configuration not stated),-8.4,5.3,0.7,1.8,0.3,1.6,6.2,-0.1,2.6
CC(C)CC(C(=O)O)N1C(=O)[C@@H]2[C@H](C1=O)[C@@H]1C[C@H]2C(Br)C1Br (some centres not stated),5.6,0.4,-4.2,-5.5,-3.0,2.1,4.9,1.0,-0.6
Cc1ccccc1Nc1c(-c2ccccn2)nc2c(C)cccn12,-7.0,1.8,0.9,0.0,-0.1,-1.6,-2.9,x,-2.3
COc1ccc(OC)c(NC(=S)NCc2ccco2)c1,-4.8,1.4,-0.4,2.6,-2.9,-2.2,0.8,1.5,0.3
Cc1cc(/C=N/Nc2nc(N3CCOCC3)nc(N3CCOCC3)n2)c(C)n1-c1ccccc1,-0.3,2.0,5.0,3.8,2.5,11.5,2.9,3.6,-2.3
Cc1ccc(Cn2c(=O)n(-c3ccccc3)c(=O)c3ccc(C(=O)NCc4ccco4)cc32)cc1,4.6,2.9,2.3,-9.0,-12.0,-2.2,3.7,4.2,-3.9
Cc1cc(NC(=O)CSCC(=O)N2CCN(c3cccc(C)c3C)CC2)no1,-5.1,6.5,x,x,3.1,0.4,1.1,x,x
Cc1ccc(CN(C#N)c2nc(C)cc(C)n2)cc1,3.4,0.3,12.0,2.9,3.6,2.9,3.6,0.4,1.8
c1cc(CSc2nnc(-c3ccc4c(c3)OCO4)o2)ccn1,4.1,4.6,-1.6,4.6,-3.7,2.4,4.9,-0.3,1.3
Cc1cccc(N2C(=S)N=C(Nc3c(C)cccc3C)C23CCOC(C)(C)C3)c1 (configuration not stated),2.0,-7.9,6.4,3.0,-3.6,6.3,-1.6,1.4,-1.9
C=CCOc1nc(-c2ccccc2Cl)nc2ccccc12,2.6,2.2,5.9,-2.3,-6.6,2.0,-1.6,x,-5.6
COc1ccc(C(=O)N[C@H]2COC(C)(C)O[C@H]2c2ccccc2)cc1,3.9,5.5,-2.0,-4.9,-2.2,3.0,8.1,0.4,-2.5
COc1ccc(-c2nnc(SCC(=O)NCCC(C)C)nc2-c2ccc(OC)c(OC)c2)cc1OC,-0.1,6.3,2.6,3.5,-4.1,0.2,6.0,-2.6,-0.6
CCN(C(=O)COc1ncnc2ccc(Br)cc12)C1CCS(=O)(=O)C1 (configuration not stated),-1.1,-7.1,-4.5,4.2,-4.9,2.0,1.6,-0.9,-0.4

The list is partial, so the mix of outcomes need not match the whole.
